Bioassay records as filed in PubChem.
CYP2C19 inh: human CYP2C19 inhibition; inhibition, % at 5 µM; P33261; CYP2C19 Supersomes, luciferin-H EGE luminescence, 30 min; hit rate 21% among 96,000;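 active = CYP2C19 inhibition above a set limit at 5 µM in the primary screen, cut at about 50% in these data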;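 also: plate controls were negative control wells for no effect and 2.5 mM tranylcypromine positive control for full effect; values of inactives mirror those of a sister screen read the other way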
Target sequence (P33261 whole entry, looked up): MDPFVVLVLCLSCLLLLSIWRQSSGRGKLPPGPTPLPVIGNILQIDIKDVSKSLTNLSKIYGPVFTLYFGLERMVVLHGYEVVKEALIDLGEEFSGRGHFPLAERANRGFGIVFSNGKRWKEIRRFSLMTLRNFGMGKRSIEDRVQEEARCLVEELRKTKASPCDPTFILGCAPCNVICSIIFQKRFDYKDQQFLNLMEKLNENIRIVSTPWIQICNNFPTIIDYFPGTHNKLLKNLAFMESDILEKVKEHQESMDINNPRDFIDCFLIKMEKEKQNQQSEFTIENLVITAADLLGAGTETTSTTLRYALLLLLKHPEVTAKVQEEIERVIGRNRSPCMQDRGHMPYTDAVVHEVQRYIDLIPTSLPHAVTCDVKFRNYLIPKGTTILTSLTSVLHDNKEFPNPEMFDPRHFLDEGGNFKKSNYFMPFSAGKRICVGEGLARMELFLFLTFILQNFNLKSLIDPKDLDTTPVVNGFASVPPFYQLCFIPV
PLAP act: activates human placental alkaline phosphatase | P05187 | purified PLAP enzyme, luminescent substrate read-out; stronger effect = higher value | activation fold at 20 µM | hit rate 1.2% among 96,000; in the data active = activation fold above about 2
CYP2C9 inh: blocks human cytochrome P450 2C9; CYP2C9 Supersomes, luciferin-H conversion, luminescence; inhibition, % at 5 µM; P11712; hit rate 20% among 96,000;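 active = blocking of liver enzyme CYP2C9 beyond about 50% at 5 µM, limit read from the data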; also: values of inactives mirror those of a sister screen read the other way
Target sequence (P11712 whole entry, looked up): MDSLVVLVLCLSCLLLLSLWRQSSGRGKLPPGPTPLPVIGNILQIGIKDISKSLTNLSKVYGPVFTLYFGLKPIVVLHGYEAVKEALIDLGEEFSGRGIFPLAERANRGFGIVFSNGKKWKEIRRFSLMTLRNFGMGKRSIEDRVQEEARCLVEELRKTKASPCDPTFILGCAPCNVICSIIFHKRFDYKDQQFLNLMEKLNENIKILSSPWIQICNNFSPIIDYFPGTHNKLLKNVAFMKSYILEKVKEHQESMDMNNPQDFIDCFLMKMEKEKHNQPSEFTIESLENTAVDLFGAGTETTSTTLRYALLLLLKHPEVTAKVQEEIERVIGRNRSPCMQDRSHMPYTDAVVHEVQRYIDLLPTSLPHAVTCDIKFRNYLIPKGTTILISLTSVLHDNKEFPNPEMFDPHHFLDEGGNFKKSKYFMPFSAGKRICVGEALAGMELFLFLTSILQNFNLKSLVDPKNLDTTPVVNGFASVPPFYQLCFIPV
CYP2C9 act: CYP2C9 (human) activation | P11712 | recombinant CYP2C9, luciferin-H conversion, luminescence; stronger effect = higher value; factor 1 = untreated enzyme, 0 = blocked | activation factor at 5 µM | hit rate 1.4% among 96,000;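 active = activation factor of 2 or more for CYP2C9 at a 5 µM dose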;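 also: 0 = sulfaphenazole-blocked wells and 1 = vehicle-only wells; values of inactives mirror those of a sister screen read the other way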
PostGolgi yeast: growth inhibition of a yeast mutant, post-Golgi transport screen; post-Golgi transport phenotypic cell assay; inhibition, % at 10 µM; hit rate 0.9% among 98,000; in the data active = inhibition above about 30%;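 also: yeast cells grown in 1536-well plates; yeast grown about 18 h at 30C before absorbance read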
EphB4 ephrin blk: antagonists of human EphB4-ephrin-B2 interaction. EphB4 LBD / TNYL-RAW-Alexa532 peptide, fluorescence polarization. inhibition, % at 7 µM. hit rate 0.15% among 97,000;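 active = inhibition above the screen-wide mean inhibition plus 3 SD, cut at about 15% in these data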;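 also: 0% = DMSO wells and 100% = excess unlabeled TNYL-RAW peptide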
Pyk2 oligo antag: Pyk2 (human) oligomerization antagonism. Q293 cells, Pyk2 FERM NanoBiT luminescence; stronger effect = lower value. z-score (the deposit names both 25 µM and 10 µM). hit rate 0.83% among 99,000;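 active = Z-score of -3 or lower, scaled per plate to the spread of control and sample wells; inactive = z-score above -3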;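 also: negative z-score means lost luminescence so less FERM oligomerization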
CYP2C19 activ: increases human CYP2C19 enzyme activity; 96,000 tested, under 10 active; AID 1025; P33261; activation factor at 5 µM; recombinant CYP2C19, luciferin-H EGE luminescence; stronger effect = higher value; 0 = fully inhibited enzyme, 1 = untreated enzyme;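 active = activation factor of at least 2 at 5 µM in the primary screen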;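 also: 0 = wells with 2.5 mM tranylcypromine and 1 = vehicle-only wells; values of inactives mirror those of a sister screen read the other way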
E coli WT exp: E. coli BW25113 growth inhibition, expanded screen | OD600 absorbance | growth inhibition, % at 100 µM | hit rate 0.15% among 98,000 | AID 710;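 active = growth inhibition above about 50% at one test dose, limit read from the data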;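 also: growth measured after 20 h incubation at 37 °C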
The depositor's hits bear a star; · = not tested or not shown.

SMILES | CYP2C19 inh | PLAP act | CYP2C9 inh | CYP2C9 act | PostGolgi yeast | EphB4 ephrin blk | Pyk2 oligo antag | CYP2C19 activ | E coli WT exp
NC(=O)C1CCC(NC(=O)OCc2ccccc2)CC1 (stereo not drawn) | -5 | 1.1 | -10 | 1.1 | 0 | 1 | 0.26 | 1.1 | 5
COc1ccc(OC)c(C2CC(=O)N3CN(c4ccccc4)CSC3=C2C#N)c1 (stereo not drawn) | 41 | 1.1 | 60* | 0.4 | 0 | -9 | · | 0.6 | -5
COc1ccc(OC(C)C(=O)N2CCOCC2)cc1 (stereo not drawn) | 15 | 0.8 | -3 | 1 | 5 | 2 | 1.8 | 0.8 | 8
CCN(CC)CCNC(=O)CCCCCn1c(=O)[nH]c2cc(C(=O)OC)ccc2c1=O | 0 | 1.1 | 3 | 1 | -4 | 4 | 0.13 | 1 | 1
O=C(CCCOc1ccc(Cl)cc1)N1CCCCC1 | 98* | 1.2 | 40 | 0.6 | 6 | -6 | -0.73 | 0 | -14
COc1ccccc1NC(=O)CNC(=O)c1ccccc1 | 66* | 1 | 23 | 0.8 | -5 | 2 | 0.28 | 0.3 | 13
CC(=O)C(C)Oc1cc(C)cc2oc(=O)c(C)c(C)c12 (stereo not drawn) | 28 | 1.1 | 57* | 0.4 | 5 | 3 | -0.17 | 0.7 | 0
Cc1nc(NC(=O)CSc2nnc3ccccn23)c(Cl)cc1Cl | 8 | 1 | 8 | 0.9 | -8 | -5 | 0.28 | 0.9 | 3
CC(C)C(=O)Nc1cccc(C(=O)Nc2ccc3c(c2)OCO3)c1 | 31 | 0.8 | 57* | 0.4 | 0 | -9 | -1 | 0.7 | 0
Cc1cc(NC(=O)COC(=O)[C@H](Cc2c[nH]c3ccccc23)NC(=O)c2ccc(F)cc2)no1 | 30 | 1 | 76* | 0.2 | 0 | -2 | 0.28 | 0.7 | 3
CC(C)[C@H](NC(=O)NCc1ccco1)C(=O)O | 4 | 0.9 | 3 | 1 | -4 | -3 | -0.42 | 1 | 6
O=C(O)COc1ccc(S(=O)(=O)NCCc2ccccc2)cc1 | 45 | 1.1 | 35 | 0.7 | -15 | -8 | · | 0.6 | -2
c1ccc2sc(N3CCOCC3)nc2c1 | 13 | 1 | -4 | 1 | -3 | -7 | 0.05 | 0.9 | 6
CCC(CC)C(=O)NCCc1ccc(OC)c(OC)c1 | 5 | 1 | -6 | 1.1 | -2 | 2 | 1 | 1 | -1
Cc1ccc(S(=O)(=O)N2CCC(C(=O)N3CCC(C(=O)NCC4CCCO4)CC3)CC2)cc1 (stereo not drawn) | 0 | 1.4 | 17 | 0.8 | -2 | -11 | 1.5 | 1 | 7
COc1ccc(NC(=S)Nc2ccc3nc(C)c(C)nc3c2)cc1 | 21 | 0.9 | 47 | 0.5 | -7 | -2 | -1.7 | 0.8 | -1
COc1cccc(-c2cc(C(F)(F)F)nc(-n3cccn3)n2)c1 | 14 | 1 | 8 | 0.9 | -6 | 4 | -0.22 | 0.9 | 2
CC(=O)Nc1nc(C)nc(-c2ccccc2OC(C)=O)n1 | 4 | 0.9 | -6 | 1.1 | -11 | 1 | -0.06 | 1 | 1
c1ccc(-c2noc(-c3ccco3)n2)nc1 | 77* | 0.8 | 36 | 0.6 | 1 | 4 | -0.82 | 0.2 | 12
Cn1cc(S(=O)(=O)N2CCN(c3ccccc3)CC2)c(=O)n(C)c1=O | 41 | 1.1 | 27 | 0.7 | -1 | 16* | · | 0.6 | 6
CCOC(=O)C(CSCC(=O)c1ccc(Cl)cc1)NC(=O)OC(C)(C)C (stereo not drawn) | 60* | 0.8 | 28 | 0.7 | -6 | 2 | 0.97 | 0.4 | 6
O=C(Nc1cccnc1)c1cc(-c2cccs2)on1 | -8 | 1 | -2 | 1 | -5 | -1 | 0.02 | 1.1 | -15
Cc1nnc(NCc2ccncc2)c2ccccc12 | 17 | 1 | 12 | 0.9 | 27 | -4 | -0.05 | 0.8 | -9
O=C(NCCCn1ccnc1)c1cccnc1 | · | · | · | · | 2 | 1 | 0.46 | · | -2
CCOC(=O)N1CCN(C(=O)CCn2c(=S)[nH]c3cc(OCC)c(OCC)cc3c2=O)CC1 | 7 | 1.2 | 24 | 0.8 | 14 | 2 | · | 0.9 | 0
COc1ccc(-n2c(SCC(=O)NCc3cccs3)nnc2-c2ccoc2C)cc1 | 76* | 1.4 | 66* | 0.3 | 24 | 4 | 0.26 | 0.2 | 2
CC(C)c1nc(=S)c2ccccc2[nH]1 | 63* | 1.1 | 53* | 0.5 | 7 | 2 | -0.06 | 0.4 | 4
O=C(CSC(=S)N1CCOCC1)N1N=CCC1c1ccccc1 (stereo not drawn) | 0 | 1 | 15 | 0.8 | 2 | -6 | 1.5 | 1 | 0
CC(C)Oc1ccc(C(=O)Nc2ccc(NC(=O)c3ccco3)c(Cl)c2)cc1 | 2 | 1 | 1 | 1 | -8 | -1 | -0.14 | 1 | -1
C=CCNC(=S)NNC(=O)c1cccc2ccccc12 | -9 | 1.4 | -43 | 1.4 | -2 | 9 | 0.32 | 1.1 | 0
Cn1c(NC(=O)C(C)(C)Oc2ccc(Cl)cc2)cc(=O)n(C)c1=O | 98* | 1 | 25 | 0.8 | 2 | · | · | 0 | 2
COc1ccc2cc(/C=C/C(=O)c3ccco3)c(Cl)nc2c1 | 12 | 0.9 | 14 | 0.9 | -6 | -7 | · | 0.9 | -5
C=C(C)COc1ccc(-c2nc(N)ncc2Oc2ccccc2OC)c(O)c1 | 24 | 1 | 30 | 0.7 | -4 | 5 | -4.3* | 0.8 | -16
CC(C)CCNc1ncnc2c1nnn2Cc1ccccc1Cl | 15 | 0.9 | -139 | 2.4* | 10 | · | -0.19 | 0.8 | -11
COc1ccc(CCNC2=NCCS2)cc1 | 31 | 0.9 | 9 | 0.9 | -4 | · | 0.54 | 0.7 | 1
COCCN1Cc2cccc(C(=O)Nc3ccc4c(c3)OCCO4)c2C1=O | 12 | 0.9 | 32 | 0.7 | -1 | -2 | · | 0.9 | -8
C=CCN1C(=O)CN=C1Nc1ccc(OC)cc1OC | 2 | 1 | 0 | 1 | 1 | -10 | 0.28 | 1 | 3
C=CCN(c1ccc(C(=O)NCCc2ccccc2)cc1)S(C)(=O)=O | 10 | 1.3 | -10 | 1.1 | -3 | -3 | 1.5 | 0.9 | 3
COc1cc(C(=O)n2nc(C)cc2C)cc(OC)c1OC | 24 | 0.8 | 16 | 0.8 | -3 | · | 0.5 | 0.8 | -6
COc1ccccc1N(C(=O)c1snc(C(N)=O)c1N)C(C(=O)NC1CCCC1)c1ccco1 (stereo not drawn) | 62* | 1.6 | 40 | 0.6 | 4 | -1 | -0.99 | 0.4 | -1
COc1ccc(-n2c(=S)[nH]c3cc(C(=O)NCc4ccco4)ccc3c2=O)cc1OC | -4 | 0.9 | -4 | 1 | 5 | 3 | -0.08 | 1 | -17
O=C(CCNC(=O)Cn1ccc2ccccc2c1=O)NCCN1CCN(c2cccc(Cl)c2)CC1 | 0 | 1.3 | 5 | 0.9 | -7 | -4 | 0.62 | 1 | 0
CCCC(=O)C1=C(O)C(C(=O)OC)C(C)(C)CC1=NC(C)(C)C (stereo not drawn) | -20 | 1.2 | -18 | 1.2 | 7 | 6 | 0.05 | 1.2 | 9
CCOC(=O)N1CCC(NC(=O)CSc2cc(=O)n(C)c3ccccc23)CC1 | -15 | 1.3 | -46 | 1.5 | -9 | -14 | 0.54 | 1.1 | -8
COc1ccc(/C=N/NS(=O)(=O)c2ccccc2)cc1OS(=O)(=O)c1ccccc1 | 33 | 1.2 | 94* | 0.1 | 18 | 5 | 0.64 | 0.7 | -6
O=C(NCCCn1ccnc1)c1ccncc1 | 45 | 1.1 | 57* | 0.4 | 8 | 6 | -0.35 | 0.6 | 1
CSc1nc2ccc(NC(=O)C3CC(=O)N(Cc4ccccc4)C3)cc2s1 (stereo not drawn) | 16 | 1.5 | 33 | 0.7 | -7 | 8 | -0.74 | 0.8 | -1
N/C(Cc1cccs1)=N\OC(=O)COc1ccccc1 | 21 | 0.9 | 7 | 0.9 | 1 | 0 | -0.17 | 0.8 | 7

3 of these compounds, reformatted.
CCCC(=O)C1=C(O)C(C(=O)OC)C(C)(C)CC1=NC(C)(C)C (stereo not drawn)
  CYP2C19 inh: -20	PLAP act: 1.2	CYP2C9 inh: -18	CYP2C9 act: 1.2	PostGolgi yeast: 7	EphB4 ephrin blk: 6	Pyk2 oligo antag: 0.05	CYP2C19 activ: 1.2	E coli WT exp: 9
O=C(NCCCn1ccnc1)c1ccncc1
  CYP2C19 inh: 45	PLAP act: 1.1	CYP2C9 inh: 57*	CYP2C9 act: 0.4	PostGolgi yeast: 8	EphB4 ephrin blk: 6	Pyk2 oligo antag: -0.35	CYP2C19 activ: 0.6	E coli WT exp: 1
COc1ccc(/C=N/NS(=O)(=O)c2ccccc2)cc1OS(=O)(=O)c1ccccc1
  CYP2C19 inh: 33	PLAP act: 1.2	CYP2C9 inh: 94*	CYP2C9 act: 0.1	PostGolgi yeast: 18	EphB4 ephrin blk: 5	Pyk2 oligo antag: 0.64	CYP2C19 activ: 0.7	E coli WT exp: -6

Later entries.
SMILES | CYP2C19 inh | PLAP act | CYP2C9 inh | CYP2C9 act | PostGolgi yeast | EphB4 ephrin blk | Pyk2 oligo antag | CYP2C19 activ | E coli WT exp
Cn1c(C(O)c2ccc3c(c2)OCO3)nc2ccccc21 (stereo not drawn) | 97* | 1.4 | 62* | 0.4 | 1 | 3 | 1.2 | 0 | 4
CCn1nc(C(=O)OCC(=O)N2CCc3ccccc32)c2ccccc2c1=O | 43 | 1.4 | 45 | 0.6 | 3 | 1 | -0.78 | 0.6 | 3
CCN1CCN(Cc2nc3c(c(=O)n(C)c(=O)n3C)n2Cc2cccc3ccccc23)CC1 | 6 | 1.3 | 8 | 0.9 | 13 | -4 | 0.14 | 0.9 | 0
O=C(CN1C(=O)c2ccccc2S1(=O)=O)N1CCN(Cc2ccc3c(c2)OCO3)CC1 | 18 | 1.9 | 35 | 0.7 | -7 | 2 | 1.2 | 0.8 | 5
O=C(Nc1cccc2ccccc12)/C(=C/c1ccc([N+](=O)[O-])cc1)NC(=O)c1ccccc1 | 46 | 0.9 | 12 | 0.9 | -5 | 8 | -1.4 | 0.5 | -6
Cn1c(SCC(=O)NC(C)(C)C)nnc1-c1ccc(C(C)(C)C)cc1 | 18 | 1.4 | 53* | 0.5 | 1 | · | -0.06 | 0.8 | 0
Cc1ccc(-c2noc(CCC(=O)N3CCN(c4cccc(C(F)(F)F)c4)CC3)n2)cc1 | 77* | 1 | 93* | 0.1 | 2 | · | -0.09 | 0.2 | -1
CCOC(=O)c1ccc(NC(=O)C2=C(C)Nc3nc(CCCO)nn3C2c2ccc(OC)cc2)cc1 (stereo not drawn) | · | · | · | · | 2 | 13 | -0.47 | · | -4
COc1ccc(N2C(=O)/C(=C/c3ccc([N+](=O)[O-])cc3)C=C2c2ccccc2)cc1 | 5 | 0.9 | 15 | 0.9 | 3 | -1 | 0.54 | 0.9 | -10
CCOc1ccc(-n2c(=O)[nH]cc(C(=O)N3CCc4ccccc43)c2=O)cc1 | 7 | 1.1 | 22 | 0.8 | 11 | -3 | 0.72 | 0.9 | -13
N#CCCN/N=C(/Cc1nc2ccccc2[nH]1)c1ccc(Cl)cc1 | 98* | 1.7 | 75* | 0.2 | -5 | 1 | · | 0 | -4
COc1ccc(S(=O)(=O)Nc2c(C(=O)O)[nH]c3ccccc23)c(OC)c1 | 6 | 1.9 | 61* | 0.4 | 7 | 0 | -0.3 | 0.9 | 2
CCOC(=O)c1c(-c2ccc(C)o2)csc1NC(=O)CN1CCOCC1 | 54* | 1.5 | 72* | 0.3 | 16 | 6 | -0.46 | 0.5 | -4
Cn1c(=O)cc(SCC(=O)NCCCN2CCN(c3ccc(F)cc3)CC2)c2ccccc21 | 1 | 1.2 | -35 | 1.4 | -8 | -15 | 0.37 | 1 | -7
S=c1[nH]nc(COc2ccccc2)n1C1CCCCC1 | 60* | 1 | 34 | 0.7 | -5 | 2 | -0.59 | 0.4 | -3
